SIAH1 antagonists: Siah-1 peptide-binding antagonists, primary screen, biochemical, fluorescence polarization, rhodamine-plectin, uHTS (AID 1817) | Siah-1 / rhodamine-plectin peptide fluorescence polarization; higher % means a stronger effect | displacement, % at 20 µM; hits with a dose series show IC50 in µM | 290,000 compounds, 0.02% hits;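 active = displacement of at least 50% at 20 µM, with a fluorescence ratio check between 0.3 and a set limit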;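 also: plate controls were Siah plus tracer with DMSO for no effect and tracer alone without Siah for full effect; strong numbers were not always called active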
LYP phosphatase: inhibitors of LYP phosphatase, biochemical, fluorescence intensity, uHTS (AID 1779); recombinant LYP phosphatase, fluorescence intensity; higher % means a stronger effect; inhibition, % at 11.5 µM; hits with a dose series show IC50 in µM; 290,000 compounds, 0.054% hits; in the data active = inhibition above about 50%;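 also: plate controls were vehicle with enzyme for no effect and no enzyme for full effect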
Myeloid diff 2: promotes myeloid progenitor differentiation | ER-HoxA9 myeloid progenitors, lysozyme-GFP differentiation, flow cytometry | calls only at 10 µM | 360,000 compounds, 1% hits;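 active = normalized GFP-positive differentiation at or above the plate's own cutoff, the solvent-only control mean plus 3 SD; inconclusive = no clear call, values can overlap the other calls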;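 also: cells exposed to compound for four days before flow analysis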
GPR55 LPI antagonism: GPR55 antagonists blocking LPI-driven arrestin recruitment, primary screen, imaging, U2OS, beta-arrestin-GFP, LPI agonist (AID 2013). 290,000 compounds, 0.13% hits. U2OS GPR55 beta-arrestin-GFP translocation imaging, LPI antagonism; higher % means a stronger effect. inhibition, % at 10 µM, or IC50 in µM where a hit was titrated;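 active = spots per cell inhibited over 60%, with over 100 cells counted and total cytoplasm intensity under 500,000; inconclusive = wells with under 100 cells, flagged as likely toxic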;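 also: U2OS cells stably carrying GPR55 and arrestin-GFP stimulated by 5 µM LPI near EC80; imaged beta-arrestin-GFP aggregate spots per cell after agonist stimulation; plate controls were LPI-stimulated DMSO wells for no effect and DMSO wells without LPI for full effect; some results filed as inactive read as strong as hits; confirmed hits need IC50 under 10 µM and bright autofluorescent wells are also inconclusive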
GPR35 arrestin U2OS: inhibition of zaprinast-stimulated GPR35 beta-arrestin translocation – imaging, U2OS, beta-arrestin-GFP, zaprinast agonist, primary screen (AID 2058); inhibition, % at 10 µM, or IC50 in µM where a hit was titrated; U2OS GPR35 beta-arrestin-GFP translocation imaging, zaprinast antagonism; higher % means a stronger effect; 290,000 compounds, 0.052% hits;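 active = inhibition of at least 50% with at least 30 cells and total cytoplasm GFP at most 10,000,000; inconclusive = under 30 cells or total GFP of 10,000,000 plus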
HIV peptide binding: cell-free HIV fusion peptide-binding blockers – biochemical, uHTS, fluorescence dequenching, primary screen (AID 1986); cell-free peptide binding, fluorescence dequenching, 30 min; higher % means a stronger effect; one-dose inhibition, % at 20 µM; IC50 in µM for titrated hits; 290,000 compounds, 0.3% hits; in the data active = inhibition mostly above about 52%, no sharp cut-off; inactive = mostly below about 76%; also: some results filed as inactive read as strong as hits
PhoP inhibition: PhoP-dependent GFP reporter repression – Salmonella Typhimurium, primary screen (AID 1863). inhibition, % at 50 µM, or IC50 in µM where a hit was titrated. S. Typhimurium PhoP-regulated promoter GFP reporter, 4 h; higher % means a stronger effect. 300,000 compounds, 0.16% hits;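 active = inhibition over 29.93%, a cutoff 3 SD above the screen mean, later confirmed by dose response; inconclusive = inhibition over 29.93% but no dose response follow-up; inactive = inhibition at most 29.93% or unconfirmed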;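 also: 0% = low Mg2+ inducing control and 100% = high Mg2+ repressing control; strong numbers were not always called active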
MgcRacGAP inhibition: MgcRacGAP GTPase-activating activity inhibitors, confirmation, biochemical, ADP Hunter fluorescence; MgcRacGAP-stimulated Rac1 GTP hydrolysis, ADP Hunter fluorescence; higher % means a stronger effect; GST-tagged Rac1 F28L mutant substrate; one-dose inhibition, % at 30 µM; IC50 in µM for titrated hits; 340,000 compounds, 0.6% hits; AID 624330;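 active = first-screen hits whose inhibition reached a set limit at any dose in the follow-up dose series; inconclusive = inhibition above the set first-screen limit but never retested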;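 also: fluorescence reports GDP produced by GAP-driven GTP hydrolysis; strong numbers were not always called active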
NTR1 ag: NTR1-driven beta-arrestin-GFP spot formation – imaging, U2OS cells, high content, primary screen (AID 493036) | P30989 | agonist mode | activation, % at 20 µM | 330,000 compounds, 0.17% hits;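 active = activation at or above 40% of the spot to cytoplasm intensity ratio, with at least 20 cells analyzed; inconclusive = wells under 20 cells, flagged as cytotoxic or low count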;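 also: 0% = DMSO without peptide and 100% = 100 nM NTR1 peptide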
Target sequence (P30989 whole entry, looked up): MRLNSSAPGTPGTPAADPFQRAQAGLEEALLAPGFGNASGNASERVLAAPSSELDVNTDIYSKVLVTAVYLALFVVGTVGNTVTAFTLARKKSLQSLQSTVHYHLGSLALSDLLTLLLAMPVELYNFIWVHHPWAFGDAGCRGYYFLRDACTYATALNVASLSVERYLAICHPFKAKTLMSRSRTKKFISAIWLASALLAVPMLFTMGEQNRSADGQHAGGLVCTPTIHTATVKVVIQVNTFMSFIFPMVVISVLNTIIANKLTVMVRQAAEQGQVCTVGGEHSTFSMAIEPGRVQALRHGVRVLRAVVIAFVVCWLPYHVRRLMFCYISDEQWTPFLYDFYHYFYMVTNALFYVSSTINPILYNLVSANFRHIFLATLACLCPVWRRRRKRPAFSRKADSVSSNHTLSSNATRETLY
NTR1 ag cell count 20 µM: further read-out of NTR1 ag, marked with its call; cell count; measured here: cell count, cytotoxicity flag
Myeloid diff 2 GFP+ MAC1+ %: further read-out of Myeloid diff 2, marked with its call; GFP+ MAC1+ double positive, %; measured here: differentiation confirmed by MAC1 staining
* = called active by the depositor; i = inactive; ? = inconclusive; · = no result given; + = active, no number. Not a hit list. Share with any hit: about 2.4%.

SMILES	SIAH1 antagonists	LYP phosphatase	Myeloid diff 2	Myeloid diff 2 GFP+ MAC1+ %	GPR55 LPI antagonism	GPR35 arrestin U2OS	HIV peptide binding	PhoP inhibition	MgcRacGAP inhibition	NTR1 ag	NTR1 ag cell count 20 µM
O=S(=O)(NCc1ccc2c(c1)OCO2)c1ccc(F)cc1	0%	-6%	i	0.8	-3%	6%	0.0%	0%	1%	-0.4	66
O=C(CSc1nc2ccccc2c(=O)n1Cc1ccco1)N1CCN(c2ccccc2)CC1	-2%	4%	i	0.5	10%	-9%	-4.4%	5%	1%	9.8	73
COc1ccc(C2=NN(C(=S)Nc3ccccc3)C(c3ccccc3)C2)cc1 (configuration not stated)	5%	4%	i	0.7	10%	0%	-0.2%	8%	12%	4.3	58
COc1ccc(CCNC(=O)c2c(C)nn(-c3ccccc3)c2Cl)cc1	4%	-9%	i	2.9	13%	-2%	-0.4%	-2%	8%	0.1	87
Cc1cccc(NC(=O)Nc2cccc(Oc3c(F)c(F)c(F)c(F)c3F)c2)c1	-2%	-13%	·	·	-17%	11%	3.3%	0%	6%	10	57
COCCCNC(=S)NC1CC2CCCC(C1)N2Cc1cccs1 (configuration not stated)	-2%	-12%	i	2.1	-5%	0%	-0.9%	-7%	8%	-0.8	56
C=C(C)CN(CC)c1ccc(N2C(=O)CCCC2=O)cc1[N+](=O)[O-]	-7%	-4%	i	0.3	-4%	-4%	-2.0%	25%	11%	0.1	92
O=C(Cc1ccccc1)NC(NNc1ccccc1)(C(F)(F)F)C(F)(F)F	3%	1%	i	0.4	32%	-6%	5.2%	-7%	3%	0.3	99
COc1ccc(N(CC(=O)NCCc2ccc(C)cc2)S(=O)(=O)c2c(C)noc2C)cc1	0%	-3%	i	4.4	0%	11%	64%	-11%	13%	1.3	60
O=C(NC1CCCc2ccccc21)C1CCC(CNS(=O)(=O)c2cccc3nsnc23)CC1 (configuration not stated)	-4%	6%	i	2.7	-3%	-7%	1.3%	5%	6%	1.4	47
O=C(/C=C/c1ccccc1)Nc1cccnc1	1%	-4%	i	0.7	3%	5%	1.7%	-5%	8%	-0.4	61
CC(C)(C)NC(=O)Cn1nnc(-c2ccccc2NC(=O)c2cnccn2)n1	2%	-2%	i	0.5	14%	-4%	2.0%	12%	7%	1.4	89
COc1ccc(N2CCN(C(=O)c3ccc(CS(=O)Cc4ccc(Cl)cc4)o3)CC2)cc1 (configuration not stated)	-6%	-1%	i	1.3	9%	-4%	-1.1%	-8%	14%	1.0	54
CC(C)(C)NC(=O)NC(=O)CN1CCN(Cc2ccccc2)CC1	1%	-5%	i	0.5	4%	-12%	-0.9%	-2%	0%	1.9	31
COc1ccc2oc(C(=O)OCC(=O)c3ccc4c(c3)OCCO4)c(C)c2c1	-9%	-2%	+	1.5*	6%	-6%	0.4%	0%	-2%	-0.2	69
CCCn1c(NCc2cccs2)nc2ccccc21	4%	-5%	i	0.6	4%	3%	1.2%	18%	14%	1.6	44
N=c1c(S(=O)(=O)c2ccc(Cl)cc2)cc2c(=O)n3ccccc3nc2n1C1CCCCC1	-1%	-15%	i	1.3	6%	5%	0.9%	-9%	8%	1.8	53
Nc1nc(N)c(N=Nc2ccc(C(=O)O)cc2)c(N)n1	-2%	-5%	i	0.4	5%	7%	-0.3%	-4%	-11%	-0.1	45
Cc1ccc(S(=O)(=O)N2CCCCC2)cc1C(=O)NCC1CCCO1 (configuration not stated)	3%	-6%	i	0.3	26%	10%	0.9%	-3%	0%	-0.3	68
COc1ccc(NS(=O)(=O)c2cc(NC(=O)c3sccc3C)ccc2N2CCOCC2)cc1	12%	2%	+	1.1*	8%	-1%	0.3%	-4%	8%	1.2	69
COc1ccccc1NC(=O)CSc1ccc2nnc(-c3ccccn3)n2n1	-2%	24%	i	1.9	9%	15%	-3.3%	·	-4%	-2.2	95
Cn1c(=O)c2c(ncn2CCCc2ccccc2)n(C)c1=O	-2%	-12%	i	0.9	2%	-5%	1.0%	2%	6%	-0.9	80
CCCOc1ccccc1C1NC(=O)NC(C)=C1C(=O)OCCOC(C)C (configuration not stated)	-5%	-6%	i	6.4	5%	8%	-1.0%	2%	2%	5.0	43
CCc1ccccc1NC(=O)CCNS(=O)(=O)c1ccc2c(c1)CCC(=O)N2	1%	-13%	i	0.3	12%	-11%	0.0%	2%	-2%	0.0	66
CC(C)=C1SC(N2CCN(c3cccc(Cl)c3)CC2)=NC1=O	2%	-2%	i	0.0	4%	6%	-2.6%	-6%	1%	7.6	61
CCS(=O)(=O)N1CCC(C(=O)Oc2ccccc2)CC1	1%	-6%	i	0.9	-8%	-8%	-0.6%	1%	11%	-0.7	47
Cc1ccc(CNC(=O)Cn2c(=O)c3sccc3n(Cc3cccc([N+](=O)[O-])c3)c2=O)cc1	1%	4%	·	·	1%	-11%	-2.0%	0%	·	1.9	57
CCC(=O)Nc1cccc(-c2ccc(N3CCN(C)CC3)nn2)c1	-2%	-13%	i	0.0	3%	1%	-1.2%	6%	15%	0.0	74
Cc1ccccc1N=C1SCC(=O)N1Cc1ccccc1	-1%	-1%	i	0.2	2%	0%	1.1%	0%	7%	3.9	41
CCOc1ccccc1N1CCN(CC(=O)NC(=O)NCc2ccco2)CC1	5%	-6%	i	0.6	12%	9%	2.2%	4%	4%	2.6	68
CC(=O)N1CCN(C(=O)CCc2nc3sc4c(c3c(=O)[nH]2)CCCC4)CC1	-2%	-12%	i	0.8	6%	-8%	1.0%	-4%	4%	-0.2	91
Cc1cccc(C2NC(c3cccc(C)c3)C(C)C(=O)C2C)c1 (configuration not stated)	5%	1%	i	0.6	31%	9%	-0.4%	1%	·	2.6	88
O=C1Nc2ccccc2Nc2ccc([N+](=O)[O-])cc21	-10%	-11%	i	0.5	-5%	2%	-2.7%	11%	5%	-0.3	59
CC1CCN(S(=O)(=O)c2ccc3ncn(CC(=O)N4CCN(C)CC4)c(=O)c3c2)CC1	-2%	-7%	i	0.8	5%	-1%	-1.5%	-8%	2%	-1.1	38
COc1ccccc1NC(=O)CC(NCCN(C)C)C(=O)O (configuration not stated)	2%	-8%	i	1.3	11%	-2%	2.4%	12%	-5%	-0.7	73
CN(C)S(=O)(=O)c1ccc(Cl)c(C(=O)Nc2cccc3ncccc23)c1	2%	-4%	i	4.4	-8%	8%	4.2%	-1%	3%	-0.4	47
O=C(c1cn(-c2ccccc2)nc1-c1ccc(F)cc1)N1CCCCC1	6%	2%	i	0.7	5%	-26%	1.8%	-3%	5%	-1.3	53
COc1ccccc1/C=C1\SC(=S)N(CCC(=O)Nc2cc(C)on2)C1=O	4%	-1%	i	0.4	2%	-11%	7.7%	-1%	6%	3.9	58
Cc1nnc2n(-c3ccccc3)c(=O)c3c4c(sc3n12)CCCC4	3%	-3%	i	0.7	10%	8%	2.7%	-1%	2%	-0.8	54
O=C(O)c1ccc(/C=N/Nc2ncc(Cl)cc2Cl)cc1	-4%	1%	i	0.1	-1%	3%	0.9%	17%	2%	-0.3	91
CCCCCCCn1c2c(c(=N)c3c1CCC3)CCCC2	-3%	-8%	?	·	6%	1%	-2.1%	6%	-6%	·	·
CCn1ccc(C(=O)Nc2ncc(C)s2)n1	10%	-9%	i	0.5	8%	-4%	2.3%	-5%	7%	-0.2	53
COC(=O)C1CCN(c2cc(=O)n(C3CCCCC3)c(=O)[nH]2)CC1	2%	-1%	i	0.4	-1%	6%	-2.4%	-5%	13%	0.6	36
COc1cccc(-n2nnnc2SCC(=O)NC2CCCC2)c1	0%	-3%	i	1.1	-1%	7%	1.5%	1%	8%	-1.9	92
CC(=O)c1cccc(NS(C)(=O)=O)c1	38%	-6%	i	0.1	-3%	-9%	1.3%	7%	2%	-0.3	79
COc1nc(OC)nc(N2CCC(C(=O)Nc3cccc4c3CCCC4)CC2)n1	6%	-8%	i	0.8	-8%	24%	0.1%	3%	6%	1.6	78
COc1cccc(C(=O)NC(=S)Nn2cnnc2)c1OC	-7%	-2%	i	0.6	17%	6%	-1.5%	-6%	5%	-1.1	66
COc1ccc(-n2c(=O)c3ccccc3n(CC(=O)NCC3CCCO3)c2=O)cc1 (configuration not stated)	-7%	-8%	i	0.6	5%	12%	-0.2%	5%	1%	0.0	45
CCOC(=O)c1c(NC(=O)CSc2nc3nc(C)cc(C)n3n2)sc(CC)c1C	29%	-4%	i	0.3	-3%	10%	0.8%	-17%	1%	-0.8	98
O=C(CSCc1ccc(Cl)cc1)N/N=C/c1ccccc1	-2%	4%	i	0.5	6%	11%	-0.9%	4%	10%	2.6	78

Further entries.
SMILES	SIAH1 antagonists	LYP phosphatase	Myeloid diff 2	Myeloid diff 2 GFP+ MAC1+ %	GPR55 LPI antagonism	GPR35 arrestin U2OS	HIV peptide binding	PhoP inhibition	MgcRacGAP inhibition	NTR1 ag	NTR1 ag cell count 20 µM
CC1=C(C(=O)Nc2ccccc2)C(c2ccco2)C(C#N)=C(SCC(=O)OC(C)C)N1 (configuration not stated)	3%	4%	i	2.3	0%	2%	-1.3%	1%	6%	0.6	85
CCOC(=O)C1=C(C)N(C)C(=S)NC1c1cc(OC)ccc1OC (configuration not stated)	8%	-2%	i	0.3	9%	8%	2.9%	0%	0%	1.0	42
Cc1[nH]ccc(=O)c1Oc1ncc(C(F)(F)F)cc1Cl	4%	3%	i	0.4	1%	1%	-1.0%	0%	8%	-1.1	59
Cc1cc(S(=O)(=O)N2CCN=C2c2ccccc2)c(C)cc1Cl	-8%	-9%	i	0.2	12%	-10%	-1.4%	1%	9%	2.1	46
COc1ccc(OC)c(C2=Nn3c(nnc3-c3cccc(OC(C)C)c3)SC2)c1	2%	11%	i	0.9	-7%	12%	4.7%	-1%	4%	15	77
Cc1[nH]c2ccc(F)cc2c1CCN(Cc1cccnc1)C(=S)Nc1cccc(F)c1	12%	1%	i	0.3	20%	-11%	0.9%	7%	-4%	1.8	42
Clc1nc2ccccc2cc1/C=N/Nc1nc2ccccc2[nH]1	-5%	-6%	i	0.2	10%	6%	-1.3%	15%	17%	1.6	71

Assay outcomes as filed in PubChem BioAssay.
